Epigenetic derep: Quantitative High-Throughput Screen for Regulators of Epigenetic Control | murine LDR cells, GFP reporter derepression, 30 h | Potency, µM (titrated, usually from 53.9 µM), for inactives: at the highest dose GFP activation, most hits filed as activators | actives 0.2% (n = 280,000); also: % of control where 0% means no effect; nearly all actives have a fitted effect of over 60% in size
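Derepression of a silenced CMV-GFP reporter in murine LDR cells is scored by enumerating GFP-positive cells with a laser-scanning microplate cytometer after 30 hours of treatment at 37 C.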
GAA glycogen mod: qHTS Assay for Inhibitors and Activators of Human alpha-Glucosidase Cleavage of Glycogen; recombinant GAA, glycogen substrate, Amplex Red glucose oxidase fluorescence; Potency, µM (highest dose often 76.4 µM), without a hit: at the top dose activity change, negative = inhibition, usual class: inhibitors; actives 0.38% (n = 300,000); AID 2100, 2009;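 also: 0% = full enzyme reaction and -100% = no-enzyme basal signal; the screen sought inhibitors and activators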
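qHTS, 1536-well; enzyme 4 nM final; cpd up to 77 uM; substrate bovine liver glycogen 30 ug; 50 mM citrate/phosphate pH 5.0, 0.01% Tween-20; 37 C, 40 min; Amplex Red detection 45 min RT; Hill fit → AC50.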
aGlu spleen mod: qHTS Assay for Inhibitors and Activators of Human alpha-Glucosidase From Spleen Homogenate. Lysosomal alpha-glucosidase (Homo sapiens), P10253. human spleen homogenate, 4-MU-alpha-glucoside fluorescence. Potency, µM (top dose mostly 79.9 µM), inactives show top-dose activity change, negative = inhibition, actives largely listed as inhibitors. actives 0.006% (n = 240,000). AID 2112, 2009;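 also: 0% = enzyme with vehicle and -100% = no enzyme basal signal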
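Compounds were titrated against alpha-glucosidase in spleen homogenate at pH 5.0, with 1 mM 4-methylumbelliferyl substrate for 40 min at 37 C. Reactions were quenched with pH 10 NaOH/glycine and fluorescence measured.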
GLA spleen mod: qHTS Assay for Inhibitors and Activators of Human alpha-Galactosidase From Spleen Homogenate. Potency, µM (doses to about 80 µM), without a hit: top-dose activity change, negative = inhibition, actives largely listed as inhibitors. actives 0.008% (n = 240,000). AID 2107, 2009. human spleen homogenate, 4MU-alpha-Gal fluorescence, 40 min. Alpha-galactosidase A (Homo sapiens), P06280;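 also: 0% = enzyme with vehicle and -100% = no enzyme basal signal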
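Inhibition or activation of alpha-galactosidase in human spleen homogenate is scored by 4-MU fluorescence after 40 min at 37C, pH 5.0, with 1 mM substrate. AC50s come from concentration-response fitted to the Hill equation.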
GAA inhib: qHTS Assay for Inhibitors of Human alpha-Glucosidase as a Potential Chaperone Treatment of Pompe Disease | AID 1466, 2008 | purified human GAA, 4-MU-alpha-glucoside fluorescence | Potency, µM (highest dose often 76.9 µM), without a hit: top-dose activity change, negative = inhibition, most hits filed as inhibitors | actives 0.005% (n = 200,000);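 also: plate controls were uninhibited enzyme wells for no effect and no-enzyme background for full effect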
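Enzyme (4 nM final) mixed with compound (up to 77 uM), then 4-MU-alpha-D-pyranoside (400 uM final) added; 20 min at room temperature, pH 5.0. Reaction stopped at pH 10, fluorescence read, AC50 derived by Hill fit.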
ALDH1A1 block: qHTS Assay for Inhibitors of Aldehyde Dehydrogenase 1 (ALDH1A1); Purified ALDH1A1, NADH fluorescence, propionaldehyde substrate; Potency, µM (top dose mostly 75.3 µM), for the others: at the highest dose activity, negative = inhibition, most hits filed as inhibitors; actives 7.3% (n = 220,000); active = well fitted inhibition curve with a large enough effect, not every such curve was filed as active; inconclusive = small, poorly fitted or top-dose-only effect, or another doubt; inactive = no such curve, though single readings can be large or run the other way;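 also: plate controls were no enzyme wells and a reference inhibitor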
Target sequence (P00352 whole entry, looked up): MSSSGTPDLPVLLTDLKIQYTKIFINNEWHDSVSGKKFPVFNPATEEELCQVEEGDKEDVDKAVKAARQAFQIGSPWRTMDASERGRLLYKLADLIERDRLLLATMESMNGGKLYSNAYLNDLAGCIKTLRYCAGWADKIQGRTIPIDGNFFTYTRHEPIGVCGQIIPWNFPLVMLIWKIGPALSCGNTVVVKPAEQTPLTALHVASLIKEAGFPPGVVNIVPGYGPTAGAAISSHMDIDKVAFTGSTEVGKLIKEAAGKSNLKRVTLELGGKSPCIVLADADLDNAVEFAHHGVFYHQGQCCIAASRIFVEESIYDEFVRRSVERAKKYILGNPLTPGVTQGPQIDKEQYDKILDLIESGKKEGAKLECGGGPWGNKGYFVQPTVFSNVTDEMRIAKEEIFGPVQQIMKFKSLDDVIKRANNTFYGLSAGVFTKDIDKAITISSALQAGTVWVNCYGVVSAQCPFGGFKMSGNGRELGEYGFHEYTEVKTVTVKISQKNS
Tau fluor cs: Counterscreen qHTS for Inhibitors of Tau Fibril Formation, Fluorescence Polarization. tau K18 P301L (four-repeat tau fragment) Alexa594 fluorescence, heparin fibrillization. AID 1463, 2008. actives 0.93% (n = 280,000). Potency, µM (top dose mostly 57.7 µM), without a hit: top-dose activity change, negative = decrease; also: % is scaled to controls: 0 for no effect and ±100 for the full control effect; nearly all actives have a fitted effect of over 55% in size
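Human K18 P301L tau (15 uM unlabeled plus 0.24 uM Alexa 594-labeled, final) in 100 mM sodium acetate pH 7 was mixed with compound and 20 uM heparin and incubated 6 hr at 37 C.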
NPSR antag: qHTS Assay for Antagonists of the Neuropeptide S Receptor: cAMP Signal Transduction | Q6W5P4 | CHO-NPSR cells, cAMP TR-FRET, antagonist mode | Potency, µM (top dose mostly 38.3 µM), for inactives: at the highest dose activity change, negative = inhibition, most hits filed as inhibitors | actives 1% (n = 220,000) | AID 1461, 2008; also: % is scaled to controls: 0 for no effect and ±100 for the full control effect; nearly all actives have a fitted effect of over 50% in size; many of its hits are not listed in these tables
Target sequence (Q6W5P4 whole entry, looked up): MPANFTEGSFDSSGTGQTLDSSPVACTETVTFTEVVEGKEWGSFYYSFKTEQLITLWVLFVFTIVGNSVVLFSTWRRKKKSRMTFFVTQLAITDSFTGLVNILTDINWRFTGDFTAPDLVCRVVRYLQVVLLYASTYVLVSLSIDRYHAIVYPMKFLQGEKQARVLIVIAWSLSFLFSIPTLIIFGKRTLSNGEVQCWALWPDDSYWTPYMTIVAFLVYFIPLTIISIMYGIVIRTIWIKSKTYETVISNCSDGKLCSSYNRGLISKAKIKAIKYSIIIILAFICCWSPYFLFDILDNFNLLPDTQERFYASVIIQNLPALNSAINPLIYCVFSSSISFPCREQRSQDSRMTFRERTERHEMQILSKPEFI
Numbers without * were called inactive; [ ] = another dose, or the depositor's remark. Unless noted, calls follow the shape of the dose curve; as a rule, active = well fitted curve in the direction sought with a large enough effect; inconclusive = small, poorly fitted or top-dose-only effect, or another doubt; inactive = no such curve, though single readings can be large; an effect the other way counts as inactive or inconclusive. Potency is read from the fitted curve at half-maximal effect. This is a subset (hit frequency here may not be typical).

For Oc1oc(-c2ccccc2Br)nc1C=Nc1ccc(Br)cn1 the results were Epigenetic derep 6.0%, GAA glycogen mod 7%, aGlu spleen mod 2%, GLA spleen mod 0%, GAA inhib -9%, ALDH1A1 block inconclusive, Tau fluor cs -29% and NPSR antag -5%.
For COc1cnc(-c2ccccc2)nc1Sc1ccccc1 the results were Epigenetic derep -0.1%, GAA glycogen mod -4%, GLA spleen mod 0%, GAA inhib -8%, ALDH1A1 block inconclusive, Tau fluor cs -28% and NPSR antag -33%.
For CCOC(=O)c1c(/N=C/C2=C(O)CC(C)(C)CC2=O)sc(C(C)=O)c1C the results were Epigenetic derep 4.6%, GAA glycogen mod -1%, aGlu spleen mod -5%, GLA spleen mod -11%, GAA inhib 2%, ALDH1A1 block inconclusive, Tau fluor cs -11% and NPSR antag 28%.
For N#Cc1cc2c(=O)n3ccccc3nc2n(-c2ccc(Cl)cc2)c1=O the results were Epigenetic derep -4.4%, GAA glycogen mod 0%, aGlu spleen mod inconclusive, GLA spleen mod inconclusive, GAA inhib inconclusive, ALDH1A1 block inconclusive, Tau fluor cs -1% and NPSR antag -7%.
Cc1ccc(NC(=S)NCC2CCCO2)cc1 (stereo unspecified) was read as Epigenetic derep -4.4%, GAA glycogen mod 19%, aGlu spleen mod 1%, GLA spleen mod -1%, GAA inhib inconclusive, ALDH1A1 block -13%, Tau fluor cs -10% and NPSR antag -12%[46.1 µM].
For COc1cc(C(=O)N2CCC(NC(=O)C(Cc3ccc(C(C)C)cc3)NC(C)=O)CC2)cc(OC)c1OC (stereo unspecified) the results were Epigenetic derep -0.3%, GAA glycogen mod 1%, aGlu spleen mod -1%, GLA spleen mod -5%, GAA inhib 5%, ALDH1A1 block -9%, Tau fluor cs 0% and NPSR antag -7%[46.1 µM].
`O=C(NCc1cccs1)C(Cc1ccccc1)n1cccc1` (stereo unspecified) gave Epigenetic derep 0.0%, GAA glycogen mod -18%, aGlu spleen mod -3%, GLA spleen mod -8%, GAA inhib -1%, ALDH1A1 block 2%, Tau fluor cs -3% and NPSR antag -8%[46.1 µM].
`CCn1c(SCC(=O)OCC(=O)N2c3ccccc3NC(=O)C2(C)C)nnc1-c1ccco1` gave Epigenetic derep -3.1%, GAA glycogen mod -7%, aGlu spleen mod 3%, GLA spleen mod 0%, GAA inhib -6%, ALDH1A1 block -12%, Tau fluor cs 2% and NPSR antag -17%[46.1 µM].
COC(=O)c1ccc(-n2ccnc2)cc1 was read as Epigenetic derep -2.7%, GAA glycogen mod 4%, aGlu spleen mod -1%, GLA spleen mod -16%, GAA inhib 1%, ALDH1A1 block -1%, Tau fluor cs -1% and NPSR antag 7%.
O=C(CSc1nnc(Cc2cccs2)n1C1CCCCC1)N1CCCc2ccccc21 was read as Epigenetic derep 1.0%, GAA glycogen mod 0%, aGlu spleen mod -3%, GLA spleen mod -9%, GAA inhib -2%, ALDH1A1 block 3.5µM*, Tau fluor cs -4% and NPSR antag inconclusive.
Cc1cc(C(=O)COC(=O)c2ccc(O)cc2)c(C)n1CC1CCCO1 (stereo unspecified) was read as Epigenetic derep 1.1%, GAA glycogen mod 13%, aGlu spleen mod -7%, GLA spleen mod 1%, GAA inhib 8%, ALDH1A1 block inconclusive, Tau fluor cs -1% and NPSR antag -8%.
`CSc1nc2ccc(S(=O)(=O)N3CCCC3)cc2s1` gave Epigenetic derep 0.0%, GAA glycogen mod 2%, aGlu spleen mod 5%, GLA spleen mod 7%, GAA inhib -14%, ALDH1A1 block -14%, Tau fluor cs -13% and NPSR antag -5%[46.1 µM].
`Cn1nnnc1SCc1nc2ccccc2s1` gave Epigenetic derep 1.6%, GAA glycogen mod -2%, aGlu spleen mod 7%, GLA spleen mod 14%, GAA inhib -8%, ALDH1A1 block 4%, Tau fluor cs -2% and NPSR antag -9%[46.1 µM].
`CCOC(=O)N1CCN(c2nc(-c3ccc(F)cc3)cs2)CC1` gave Epigenetic derep 3.2%, GAA glycogen mod 2%, aGlu spleen mod 2%, GLA spleen mod 3%, GAA inhib -3%, ALDH1A1 block 8%, Tau fluor cs -27% and NPSR antag -22%[46.1 µM].
`C/C(=N\NC(=O)Cc1csc(N2CCOCC2)n1)c1ccc(Cl)c(Cl)c1` gave Epigenetic derep -4.1%, GAA glycogen mod 3%, aGlu spleen mod -6%, GLA spleen mod -7%, GAA inhib -4%, ALDH1A1 block 1%, Tau fluor cs -4% and NPSR antag -8%.
Screening S=C(NNc1ccc2ccccc2c1)NC1CCCCC1 returned Epigenetic derep 2.1%, GAA glycogen mod inconclusive, aGlu spleen mod -1%, GLA spleen mod -1%, GAA inhib -1%, ALDH1A1 block -7%, Tau fluor cs inconclusive and NPSR antag -37%.
For COC(=O)CSc1nnc(CNC(=O)Cc2ccccc2)n1C the results were Epigenetic derep -1.1%, GAA glycogen mod 11%, aGlu spleen mod 0%, GLA spleen mod 0%, GAA inhib 2%, ALDH1A1 block 2%, Tau fluor cs -6% and NPSR antag -6%[46.1 µM].
Screening C[C@@H]1Nc2ccc(Cl)cc2S(=O)(=O)N1 returned Epigenetic derep 1.8%, aGlu spleen mod 5%, GLA spleen mod 10%, ALDH1A1 block inconclusive and Tau fluor cs -7%.
For CN1OC(Cn2cc(C#N)c(=O)n(C)c2=O)CC1c1ccccc1 (stereo unspecified) the results were Epigenetic derep -1.2%, GAA glycogen mod 9%, GLA spleen mod -7%, GAA inhib 2%, ALDH1A1 block 4%, Tau fluor cs 2% and NPSR antag 2%.
For CN(C)S(=O)(=O)c1cccc(NC(=O)Cc2ccc(Cl)cc2)c1 the results were Epigenetic derep 0.0%, GAA glycogen mod 7%, aGlu spleen mod 2%, GLA spleen mod 0%, GAA inhib 9%, ALDH1A1 block 2%, Tau fluor cs -3% and NPSR antag -6%.
CC1(C)Cc2ccccc2-c2nnc(-c3cccc(O)c3)n21 was read as Epigenetic derep 0.0%, GAA glycogen mod 6%, aGlu spleen mod -7%, GLA spleen mod -13%, GAA inhib -2%, ALDH1A1 block -11%, Tau fluor cs 7% and NPSR antag -5%[46.1 µM].
COc1ccccc1CCNS(=O)(=O)c1ccc(C(=O)O)n1C was read as Epigenetic derep -0.3%, GAA glycogen mod 6%, aGlu spleen mod 5%, GLA spleen mod 8%, Tau fluor cs -4% and NPSR antag -15%.
Screening O=S(=O)(NCc1ccccn1)c1ccccc1 returned Epigenetic derep -2.6%, GAA glycogen mod 2%, aGlu spleen mod 1%, GLA spleen mod -5%, GAA inhib 0%, ALDH1A1 block 6%, Tau fluor cs -1% and NPSR antag 3%[46.1 µM].
For O=c1oc2ccccc2nc1/C=C(O)/C=C\c1ccccc1 the results were Epigenetic derep 0.0%, GAA glycogen mod inconclusive, aGlu spleen mod 3%, GLA spleen mod 9%, GAA inhib 0%, ALDH1A1 block 13µM*, Tau fluor cs -26% and NPSR antag -19%[46.1 µM].
For Cc1ccc(S(=O)(=O)N2CCN(S(=O)(=O)c3ccc(C)cc3)C2c2ccccc2)cc1 the results were Epigenetic derep -1.0%, GAA glycogen mod -1%, aGlu spleen mod -1%, GLA spleen mod -3%, GAA inhib -11%, ALDH1A1 block -5%, Tau fluor cs -24% and NPSR antag inconclusive.
Screening O=C(CCCN1C(=O)c2ccccc2C1=O)N1CCc2ccccc2C1 returned Epigenetic derep 0.0%, GAA glycogen mod 11%, aGlu spleen mod -9%, GLA spleen mod -7%, GAA inhib -8%, ALDH1A1 block inconclusive, Tau fluor cs -14% and NPSR antag inconclusive.
Cn1c(=O)cc(N2CCc3ccccc32)[nH]c1=O was read as Epigenetic derep 0.0%, GAA glycogen mod 5%, aGlu spleen mod -2%, GLA spleen mod -3%, GAA inhib 0%, ALDH1A1 block -7%, Tau fluor cs -2% and NPSR antag -8%[46.1 µM].
`COC(=O)c1ccc(-n2nnnc2SCC(=O)NCc2cccc(C(=O)O)c2)cc1` gave Epigenetic derep 0.0%, GAA glycogen mod -8%, aGlu spleen mod 2%, GLA spleen mod 3%, GAA inhib 10%, ALDH1A1 block 2%, Tau fluor cs -4% and NPSR antag 2%[46.1 µM].
For c1coc(-c2nc3nc4ccccc4nc3n2CC2CCCO2)c1 (stereo unspecified) the results were Epigenetic derep -0.2%, GAA glycogen mod 2%, aGlu spleen mod inconclusive, GLA spleen mod inconclusive, GAA inhib inconclusive, ALDH1A1 block inconclusive, Tau fluor cs -11% and NPSR antag -10%[46.1 µM].

4 entries already listed, sorted by molar mass, high to low.
For Cc1ccc(S(=O)(=O)N2CCN(S(=O)(=O)c3ccc(C)cc3)C2c2ccccc2)cc1 the results were Epigenetic derep -1.0%, GAA glycogen mod -1%, aGlu spleen mod -1%, GLA spleen mod -3%, GAA inhib -11%, ALDH1A1 block -5%, Tau fluor cs -24% and NPSR antag inconclusive.
For CN(C)S(=O)(=O)c1cccc(NC(=O)Cc2ccc(Cl)cc2)c1 the results were Epigenetic derep 0.0%, GAA glycogen mod 7%, aGlu spleen mod 2%, GLA spleen mod 0%, GAA inhib 9%, ALDH1A1 block 2%, Tau fluor cs -3% and NPSR antag -6%.
For O=c1oc2ccccc2nc1/C=C(O)/C=C\c1ccccc1 the results were Epigenetic derep 0.0%, GAA glycogen mod inconclusive, aGlu spleen mod 3%, GLA spleen mod 9%, GAA inhib 0%, ALDH1A1 block 13µM*, Tau fluor cs -26% and NPSR antag -19%[46.1 µM].
Screening C[C@@H]1Nc2ccc(Cl)cc2S(=O)(=O)N1 returned Epigenetic derep 1.8%, aGlu spleen mod 5%, GLA spleen mod 10%, ALDH1A1 block inconclusive and Tau fluor cs -7%.
